# Assay outcomes from PubChem.
# RBX1-CUL1 inh = human ROC1-CUL1 E3 ligase inhibition; 0.6% of 140,000 active; inhibition, % at 10 µM; in vitro K48 di-Ub FRET, acceptor:donor ratio, 45 min; P62877+Q13616; in the data active means inhibition above about 25%
# Target sequence (P62877 whole entry, looked up): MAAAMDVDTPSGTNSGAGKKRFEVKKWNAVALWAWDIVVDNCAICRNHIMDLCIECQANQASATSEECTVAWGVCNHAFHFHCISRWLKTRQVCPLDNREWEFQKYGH
# Target sequence (Q13616 whole entry, looked up): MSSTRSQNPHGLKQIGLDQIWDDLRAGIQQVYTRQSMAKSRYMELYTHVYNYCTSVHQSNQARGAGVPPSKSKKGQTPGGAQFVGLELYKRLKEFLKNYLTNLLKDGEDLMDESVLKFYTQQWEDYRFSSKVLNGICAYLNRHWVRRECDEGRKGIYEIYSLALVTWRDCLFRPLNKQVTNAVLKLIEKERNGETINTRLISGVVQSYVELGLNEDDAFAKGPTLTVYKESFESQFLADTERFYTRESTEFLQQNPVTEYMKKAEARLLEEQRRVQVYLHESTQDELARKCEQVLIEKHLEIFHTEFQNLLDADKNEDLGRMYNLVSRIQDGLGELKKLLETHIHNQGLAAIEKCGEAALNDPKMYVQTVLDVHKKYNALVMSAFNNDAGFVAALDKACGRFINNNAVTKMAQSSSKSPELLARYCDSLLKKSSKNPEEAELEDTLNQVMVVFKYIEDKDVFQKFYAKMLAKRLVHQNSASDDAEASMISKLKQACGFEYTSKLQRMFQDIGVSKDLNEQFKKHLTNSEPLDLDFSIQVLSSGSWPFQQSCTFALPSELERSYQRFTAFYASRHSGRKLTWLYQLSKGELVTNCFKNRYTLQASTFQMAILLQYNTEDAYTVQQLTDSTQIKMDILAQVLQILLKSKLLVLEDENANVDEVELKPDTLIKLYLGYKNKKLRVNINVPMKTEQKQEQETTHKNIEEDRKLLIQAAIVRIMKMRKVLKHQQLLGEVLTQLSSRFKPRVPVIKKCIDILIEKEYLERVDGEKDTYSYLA
# * marks the source's active call; other numbers are inactive results. A portion of the library (hit frequency here may not be typical).
SMILES,RBX1-CUL1 inh
CCOC(=O)C1=C(c2ccccc2)N=c2s/c(=C\c3ccccc3Cl)c(=O)n2C1c1cccs1 (stereo not given),-2
O=C(N/N=C/c1c(O)ccc2oc3c(c12)CCCC3)c1sc2ccccc2c1O,0
COCCCNC(=O)c1ccc2c(c1)nc1n2CCCCC1,-8
Cc1cccc(CN2CCC(C(=O)NC3CCCCC3)CC2)c1,4
CCOc1ccccc1N(C)C(=O)NCc1noc2ccccc12,0
O=C(Nc1cccc(C(=O)N2CCN(c3cccc(Cl)c3)CC2)c1)c1nsc2ccccc12,0
O=C(CCc1ccccc1)NCCc1csc(-c2cccc(F)c2)n1,2
CCn1c(SCC(=O)Nc2c(C)cc(C)cc2C)nnc1C(C)NC(=O)c1cccc(C)c1 (stereo not given),-2
Cc1ccc(C)c(OC(=O)CSc2nnc(-c3ccc4c(c3)OCO4)o2)c1,9
S=C1Nc2ccccc2Sc2ccc(Cl)cc21,-10
CCN1CCC(N2CCCC2C(=O)Nc2cccc(-n3cccn3)c2)CC1 (stereo not given),2
Cc1ccc(C(=O)Nc2ccc(N3CCC(NCC(C)(C)CN(C)C)CC3)cc2)c(C)c1,11
CCc1cccc(NC(=O)CSc2ncc3c(n2)-c2cc(Cl)ccc2N(C)S3(=O)=O)c1,-6
O=C1CCCc2cc(S(=O)(=O)N3CCCC(C(=O)NCc4ccccc4)C3)ccc2N1 (stereo not given),3
Cc1ccccc1CNC(=O)CN1C(=O)C2CCCCN2c2ccc(C(=O)N3CCCC3)cc21 (stereo not given),11
Cc1c(C(C)C)n(CN2CCCC2=O)n(CN2CCCC2=O)c1=O,9
COC(=O)/C(C#N)=C\c1cn[nH]c1-c1ccc(C)cc1,-5
Cc1cc(C)nc(Sc2nnc(N)s2)n1,9
O=c1cc(Oc2c(Cl)cccc2Cl)c2ccccc2o1,-1
COc1ccc(-c2nnc(SCC(=O)c3ccc(NC(C)=O)cc3)o2)cc1OC,-10
O=C1C=C2c3ccccc3CC3(CCCC3)N2C1=O,-8
O=C1Cc2cc(Cl)ccc2Sc2ccccc21,-8
Cc1nc(-c2cccc3ccccc23)ccc1C(=O)O,10
CN1C(=O)N(C)C2(O)c3ccccc3C(=O)C12O (stereo not given),-8
O=c1[nH]c(-c2ccccc2)nc2scc(-c3ccc(Cl)cc3)c12,0
# The results go on.
SMILES,RBX1-CUL1 inh
CCc1nn2c(=O)c(S(=O)(=O)Nc3ccc(C)c(C)c3)c(C)nc2s1,-2
COC(=O)c1ccc(-c2nc(CN3CCNC(=O)C3c3ccc(F)cc3)c(C)o2)cc1 (stereo not given),4
O=S(=O)(c1ccc2ccccc2c1)N1CCN(S(=O)(=O)N2CCCCCC2)CC1,-6
Cc1ccccc1Oc1ncccc1CNS(C)(=O)=O,-1
O=C(Nc1nnc(S(=O)(=O)N2CCCc3ccccc32)s1)c1ccccc1,9
CC(C)c1ccccc1NC(=O)C1CCCC1,3
Cc1ccc(C)c(CN2CCC(N3CCCC(C(=O)NC4CC4)C3)CC2)c1 (stereo not given),-9
COc1ccc(C2C3=C(N=c4s/c(=C/c5c[nH]c6ccccc56)c(=O)n42)c2ccccc2CC3)cc1OC (stereo not given),-3
Cc1cc(C)c2c(=O)c(CC3=NC(=S)NC3=O)coc2c1,-3
Cc1ccc(NC(=O)Cn2c(=O)c(CNc3ccccc3)cc3cc4c(cc32)OCCO4)cc1,1
c1ccc2nc3c(nc2c1)c1ccccc1n3CN1CCCCC1,2
O=C(CN1CCSc2ccccc21)N1CCN(c2cccc(Cl)c2)CC1,-8
O=C(Nc1c(C(=O)N2CCN(c3ccc(F)cc3)CC2)cnn1-c1ccccc1Cl)c1ccco1,6
CN(C)c1ccc(NC(=O)CN2CCN(CCO)CC2)cc1,-2
Cc1cc(C)c(NC(=O)CN2C(=O)CCSc3ccc(S(=O)(=O)N4CCCC4)cc32)c(C)c1,5
COc1ccc(-n2nnnc2C2CCN(S(=O)(=O)c3cccc(C(F)(F)F)c3)CC2)cc1,-13
O=C(Cn1cc(S(=O)(=O)Cc2ccccc2Cl)c2ccccc21)NCCc1ccccc1,5
O=S(=O)(O)c1ccc(O)c2cccnc12,-5
Cc1ccccc1NC(=O)c1c(C)noc1C,5
CC(C)OCCCNC(=O)c1coc(CN2CCc3ccccc3C2)n1,-3
COc1ccc2c(c1)N(S(=O)(=O)c1ccccc1)CCC2=O,1
COc1ccc(OC)c(NC(=O)Cn2cnc3c(oc4ccccc43)c2=O)c1,0
NC(=O)C1CCCN(Cc2c(C(=O)N3CCc4ccccc4C3)nc3ccc(Cl)cn23)C1 (stereo not given),11
CCOC(=O)NC1C2COC3CC2C(O)C1C3(OCC)OCC (stereo not given),7
Cc1nc2ccccc2c(=O)n1N(c1ccccc1)c1ccccc1,13

# Gathered by group: those above containing a furan ring, fused or not
SMILES,RBX1-CUL1 inh
O=C(N/N=C/c1c(O)ccc2oc3c(c12)CCCC3)c1sc2ccccc2c1O,0
O=C(Nc1c(C(=O)N2CCN(c3ccc(F)cc3)CC2)cnn1-c1ccccc1Cl)c1ccco1,6
COc1ccc(OC)c(NC(=O)Cn2cnc3c(oc4ccccc43)c2=O)c1,0

# Carrying on:
SMILES,RBX1-CUL1 inh
Cc1cccc(N2CCN(C(=O)c3ccc4c(Cl)c5c(nc4c3)CCCC5)CC2C)c1 (stereo not given),-5
O=C(O)c1ccc(N2C(=O)c3ccc(C(=O)Nc4cc(C(=O)O)cc(C(=O)O)c4)cc3C2=O)cc1,1
Cc1ccccc1C(=O)NC1CCS(=O)(=O)C1 (stereo not given),13
Clc1cc(Cl)c2nc(C(Cl)(Cl)Cl)[nH]c2c1,8
O=C(NCC1CCCN(Cc2ccccn2)C1)c1cccs1 (stereo not given),3
CC1(C)CC(=O)c2cc(-c3ccccc3)[nH]c2C1,-9
Cc1cccc(Nc2c([N+](=O)[O-])cc(C(F)(F)F)cc2[N+](=O)[O-])c1C,-1
CCOc1ccc(N(CC(=O)NCc2ccc(OC)cc2)S(=O)(=O)C2C(=O)NC(=O)N=C2C)cc1 (stereo not given),-12
Cc1cccc(NC(=O)N2C[C@H]3OC(=O)N(CCc4ccc(F)cc4)[C@H]3C2)c1,5
O=C(Cn1cnc(S(=O)(=O)N2CCCC2)c1)Nc1cccc(Br)c1,-1
CCCCSc1nnc2c(n1)OC(c1ccccn1)Nc1ccc(Br)cc1-2 (stereo not given),-8
O=C(NC(NC(=S)Nc1ccccc1I)C(Cl)(Cl)Cl)c1ccc(F)cc1 (stereo not given),-3
COC(=O)c1cc2oc3ccccc3c2n1Cc1c(C)cc(C)cc1C,9
CCN(CC)CCSc1nc(N)c2c3c(sc2n1)COC(C)(C)C3,2
CC(C)CN1CC(=NC(=O)N2CCN(c3cccc(Cl)c3)CC2)c2ccccc2C1=O,0
NS(=O)(=O)c1ccc(CCN=C2CC(=O)CC(c3ccco3)C2)cc1 (stereo not given),-8
Cc1nc(-n2nc(C)c(Cc3ccc(Cl)cc3)c2C)sc1C(=O)N1CCC(C)CC1,-7
COc1ccccc1NC(=O)c1oc2ccccc2c1NC(=O)COc1cccc(C)c1,-2
c1cc2c3c(cccc3c1)NC1(CCCCC1)N2,-13
COCCCNc1nc2nonc2nc1N1CCC(N2CCSCC2)CC1,0
COc1ccc(C(=O)ON=C2CCN(Cc3ccccc3)CC2)cc1,6
CN(C)Cc1c(O)ccc2c(=O)c(-c3ccc(Cl)cc3)coc12,-6
CC(=O)N(C1=C(N2CCOCC2)C(=O)c2ccccc2C1=O)c1ccc(F)cc1,-10
Cc1ccc(S(=O)(=O)OCC(COS(=O)(=O)c2ccc(C)cc2)(COS(=O)(=O)c2ccc(C)cc2)c2ccccc2)cc1,-5
Cc1ccc(NC(=O)Cn2c(=O)n(CCCC(=O)NCc3ccc4c(c3)OCO4)c(=O)c3ccccc32)cc1,8

# Arranged by the number under RBX1-CUL1 inh (descending): 7 of the compounds above
SMILES,RBX1-CUL1 inh
Cc1ccccc1C(=O)NC1CCS(=O)(=O)C1 (stereo not given),13
Cc1ccc(NC(=O)Cn2c(=O)n(CCCC(=O)NCc3ccc4c(c3)OCO4)c(=O)c3ccccc32)cc1,8
COc1ccc2c(c1)N(S(=O)(=O)c1ccccc1)CCC2=O,1
O=c1[nH]c(-c2ccccc2)nc2scc(-c3ccc(Cl)cc3)c12,0
COc1ccccc1NC(=O)c1oc2ccccc2c1NC(=O)COc1cccc(C)c1,-2
COc1ccc(C2C3=C(N=c4s/c(=C/c5c[nH]c6ccccc56)c(=O)n42)c2ccccc2CC3)cc1OC (stereo not given),-3
CC1(C)CC(=O)c2cc(-c3ccccc3)[nH]c2C1,-9

# Continued:
SMILES,RBX1-CUL1 inh
CCc1ccc(-n2nnc(C(=O)N3CCCc4ccccc43)c2C)cc1,5
CC(=O)c1cc2c(cc1NC(=O)c1c(C)nn(-c3ccc(C)cc3)c1-n1cccc1)OCO2,-1
O=C1NC(=O)N(c2ccccc2)C2=NC(c3ccncc3)=NC(C(F)(F)F)(C(F)(F)F)C12 (stereo not given),-7
CC(c1ccc(C(C)(C)C)cc1)S(=O)CC(O)CO (stereo not given),10
O=C(Nc1cccc(-n2cnnn2)c1)C1CCCN(C(=O)c2ccsc2)C1 (stereo not given),-2
CCn1c(NC(=S)Nc2ccccc2)nc2ccccc21,-3
O=C(c1ccc(N2CCC(NCCc3cccc(F)c3)CC2)cc1)N1CCCC(O)C1 (stereo not given),-2
Fc1c(F)c(C(F)(F)F)c(F)c(F)c1Sc1nc2ccccc2o1,-5
CC(=O)N(C)c1ccc(NC(=O)Nc2cccc(Cl)c2)cc1,-1
CCOC(=O)c1nnn(-c2nonc2N)c1-c1ccc(Cl)cc1,-10
CCN1CCN(c2c(Cl)cccc2NC(=O)c2ccco2)CC1,2
CCCCC(CC)C(=O)Nc1ccc(C)cc1C (stereo not given),-1
Cc1ccc(NS(=O)(=O)c2ccc3c(c2)CC(=O)N3)cc1Cl,-3
CCn1ncc2[nH]c(-c3cccc(OCc4ccccn4)c3)nc21,4
Cc1cc(C)c(C2C(=O)Nc3c(cnn3-c3ccccc3)C2=O)c(C)c1 (stereo not given),-9
Cc1ccc(NC(=O)c2sc3ncccc3c2N)cc1,-1
COc1ccc(NC(=O)C(=O)NCCc2ccccc2)cc1OC,-2
CCN(Cc1nccn1C)C(=O)c1ccc(NC2CCOCC2)nc1,3
Cc1cccc(OC(=O)c2cc(-c3ccc4c(c3)OCCO4)on2)c1,-2
O=C(Cc1ccc([N+](=O)[O-])cc1)NCc1ccccn1,-8
C=CCOc1ccc(C(=O)C2C(=O)C(=O)N(CCCN3CCOCC3)C2c2ccco2)cc1 (stereo not given),0
NC(=O)COc1c(Cl)cc(Cl)cc1Br,5
CCCCN(C=Nc1nc2ccc(Cl)cc2[nH]1)CCCC,-11
Cc1ccccc1CC(C1CCN(C(=O)/C=C/c2ccccc2)CC1)N(C)C(=O)C1CCC1 (stereo not given),8
Cc1sc(N/N=C/c2cc([N+](=O)[O-])ccc2O)nc1-c1ccccc1,0
# The list continues:
SMILES,RBX1-CUL1 inh
CCOC(=O)N1CCN(CCC(=O)Nc2cc(C)ccc2C)CC1,8
CCCSCCCNC(=O)c1ccc2c(c1)nc1n2CCCCC1,-5
COc1ccc(NC(=O)Cn2c(=O)n(CCC(=O)NCC3CCCO3)c(=O)c3cc(OC)c(OC)cc32)cc1 (stereo not given),-1
CCCCC1C(=O)c2ccccc2N(CCCC)C1=O (stereo not given),-4
CN1CCN(C(=O)C23CCC(C)(C(=O)C2Br)C3(C)C)CC1 (stereo not given),-6
O=C(Nc1c(C(=O)N2CCN(c3ccccc3F)CC2)oc2ccccc12)c1cccc(F)c1,-3
COc1ccc(CN2CCC(CO)(Cc3ccc(Cl)cc3)CC2)cc1C,7
Cc1cc(NC(=O)Cn2cc(-c3cncnc3)cn2)n(-c2ccccc2C)n1,-14
CC(C)(C)OC(=O)N1CCC(c2c(C(=O)NCCN3CCC(Cc4ccccc4)CC3)cnn2-c2ccccc2)CC1,2
CCC(=O)N1C(=O)c2c(C)nc3sc4c(c3c2N=C(CC)N1C(=O)CC)CC(C)(C)OC4,-4
CCOc1ccc(-c2csc(NC(=O)c3ccc(OC)c(OC)c3)n2)cc1,-4
CN(C)CCCSc1nc(-c2ccccc2)c(-c2ccccc2)[nH]1,6
O=C(O)CN1C(=O)/C(=C/c2ccccc2C(F)(F)F)SC1=S,-1
Cc1cc(/C=N/NC(=O)C(C)Sc2ccccc2)c(C)n1-c1ccc(F)cc1 (stereo not given),-1
O=C1CC(c2ccco2)Cc2c1cnn2-c1nc2ccccc2[nH]1 (stereo not given),11
O=C(Nc1ccc(Br)cc1F)c1cc(S(=O)(=O)NC2CCCCC2)ccc1F,-1
Oc1c(Br)cc(Cl)cc1C=Nc1ccc2[nH]ncc2c1,-1
CC(OC(=O)c1ccc2ccccc2n1)C(=O)c1ccccc1 (stereo not given),3
CCOC(=O)c1ccc(N2C(=O)c3n[nH]c(-c4ccco4)c3C2c2ccc(F)cc2)cc1 (stereo not given),1
CN(C)C(=O)c1cc(-c2cnn(CCO)c2)nc2cc(F)ccc12,3
CCC(Sc1nc(C)cc(C)n1)C(=O)Nc1cccc2ccccc12 (stereo not given),1
CC1CC(C)CN(CC(O)COC2CC(C)CC(C)(C)C2)C1 (stereo not given),6
O=S(=O)(Oc1ccccn1)c1cc(Cl)c(Cl)cc1Cl,7
CCn1c(-c2ccccc2F)nc2cc(C(=O)N(C)Cc3ccco3)cc(NC(C)=O)c21,2
CCOC(=O)Cn1nc(-c2ccccc2)c2cnc3ccc(OCC)cc3c21,1
COC(=O)C1C(C)=Nc2c(c(=O)n(C)c(=O)n2C)C1c1ccc([N+](=O)[O-])cc1 (stereo not given),-3
CCc1ccc(NC(=O)C2CCN(S(=O)(=O)c3c(C)noc3/C=C/c3cccs3)CC2)cc1,-1
CCCN(CCC)C(=O)Cn1c(=O)n(-c2cccc(C(F)(F)F)c2)c(=O)c2c(C)c(C)sc21,-5
COc1c(C)cccc1C(=O)Nc1ccc(N2CCN(C(C)=O)CC2)c(Cl)c1,8
